# Compound activity from PubChem.
# KCNK3 block = human KCNK3 channel inhibition, primary screen. AID 602410. hit rate 0.84% among 340,000. CHO-KCNK3 thallium flux, FluxOR fluorescence; hits give low values. O14649. B-score at 10 µM;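 active = B-score under library mean minus 4 SD, starting fluorescence ratio at most library mean plus 5 SD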;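 also: more negative B-score means stronger inhibition of thallium flux through KCNK3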
# KCNQ1 pot = potentiates or activates the human KCNQ1 potassium channel; B-score at 10 µM; CHO-K1 KCNQ1, thallium flux FluxOR fluorescence; hits give high values; P51787; AID 2648; hit rate 0.35% among 310,000;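 active = fluorescence ratio B-score, a plate-corrected score, at least three library SD, with initial intensity B-score within 5 SD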
#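 Medium – assay buffer, equal DMSO in all wells · Material – CHO-K1 cell line with stable KCNQ1 potassium channel expression · Signal – kinetic FluxOR thallium fluorescence, 10-s 1-Hz baseline, 110-s post-stimulus read · Compound – single concentration per compound, DMSO matched to controls · Schedule – 37 °C overnight plating, 90-min dark dye load, 20-min compound pretreatment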
# hERG rescue = hERG (human) protection from proarrhythmic block; Q12809; CHO-hERG, FluxOR thallium flux, dofetilide IC70 present; activation (rescue from dofetilide block), less the hit threshold, % at 10 µM; hit rate 0.51% among 310,000; AID 1511;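 active = activation above the mean of controls blocked by dofetilide plus 5 SD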;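 also: thallium influx through hERG after potassium depolarization seen as dye fluorescence rise; in these data hits start at about 4.7%; inactives centre near -7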
# Target sequence (Q12809 whole entry, looked up): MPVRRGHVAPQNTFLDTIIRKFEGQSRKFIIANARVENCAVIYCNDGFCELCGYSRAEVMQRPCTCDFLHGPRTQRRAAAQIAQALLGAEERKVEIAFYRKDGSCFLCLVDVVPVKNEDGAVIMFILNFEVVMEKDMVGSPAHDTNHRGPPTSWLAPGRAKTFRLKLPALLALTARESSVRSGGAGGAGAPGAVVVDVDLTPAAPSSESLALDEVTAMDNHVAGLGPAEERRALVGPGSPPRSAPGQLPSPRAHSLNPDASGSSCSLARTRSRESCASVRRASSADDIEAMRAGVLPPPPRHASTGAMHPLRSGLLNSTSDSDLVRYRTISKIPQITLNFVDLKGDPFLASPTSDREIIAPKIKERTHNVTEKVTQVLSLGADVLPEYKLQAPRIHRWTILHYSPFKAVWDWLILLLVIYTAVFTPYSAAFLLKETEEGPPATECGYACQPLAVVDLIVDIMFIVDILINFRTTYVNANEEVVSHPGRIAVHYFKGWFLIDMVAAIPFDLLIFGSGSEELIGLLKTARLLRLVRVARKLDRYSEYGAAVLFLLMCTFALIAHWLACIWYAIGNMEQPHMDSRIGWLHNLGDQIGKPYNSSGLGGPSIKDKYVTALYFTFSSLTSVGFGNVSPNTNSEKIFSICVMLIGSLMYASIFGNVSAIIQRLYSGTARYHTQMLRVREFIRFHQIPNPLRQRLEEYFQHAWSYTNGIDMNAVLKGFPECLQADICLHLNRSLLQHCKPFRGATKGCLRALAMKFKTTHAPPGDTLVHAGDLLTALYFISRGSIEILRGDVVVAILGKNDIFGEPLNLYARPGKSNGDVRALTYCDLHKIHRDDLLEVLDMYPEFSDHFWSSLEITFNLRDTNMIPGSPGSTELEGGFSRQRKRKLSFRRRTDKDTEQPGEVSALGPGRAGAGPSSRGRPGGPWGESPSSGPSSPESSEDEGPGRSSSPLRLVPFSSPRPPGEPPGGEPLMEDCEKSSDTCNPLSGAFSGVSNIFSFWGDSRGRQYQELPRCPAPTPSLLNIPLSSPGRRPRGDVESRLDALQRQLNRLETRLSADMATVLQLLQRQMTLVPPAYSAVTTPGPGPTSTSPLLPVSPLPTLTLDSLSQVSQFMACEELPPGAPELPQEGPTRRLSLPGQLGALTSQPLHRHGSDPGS
# MrgX1 ag = activates human MrgX1 receptor signaling | B-score at 10 µM | hit rate 0.44% among 310,000 | AID 588627 | MrgX1-HEK293 cells, Fluo-4 calcium fluorescence, agonist mode; hits give high values;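 active = calcium response B-score plate-corrected fluorescence ratio at least 3 library SD, with starting fluorescence B-score inside 5 SD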
#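 Test system: Stable human MrgX1 HEK293 cell line | Schedule: Overnight plating before 1 h dye loading | Read-out basis: Baseline-normalised fluorescence change ratio, B-scored | Detection: Kinetic calcium dye fluorescence, Fluo-4 NW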
# KCNK9 inh = blocks the human KCNK9 two-pore domain potassium channel. B-score at 10 µM. hit rate 1.2% among 310,000. HEK293 KCNK9, FluxOR thallium flux fluorescence; hits give low values. AID 488922;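 active = ratio B-score over 3 SD below the library mean, with starting fluorescence within 5 SD of its mean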;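 also: negative B-score means less thallium flux so channel inhibition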
# KCNQ1 inh = inhibitors of human KCNQ1 potassium channel; P51787; CHO-K1 KCNQ1, FluxOR thallium flux fluorescence; hits give high values; B-score at 10 µM; hit rate 1.3% among 310,000; AID 2642;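 active = compounds whose thallium flux B-score, printed positive for inhibition, exceeds three library SD while starting fluorescence stays within three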;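 also: channel opened by potassium depolarization with thallium stimulus after 20 min compound exposure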
# ANO1 activ = mouse TMEM16A channel activation, primary screen; HEK293 TMEM16A/YFP-H148Q/I152L, iodide quench fluorescence; hits give low values; B-score at 10 µM; hit rate 0.3% among 340,000; AID 623877;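 active = fluorescence-ratio B-score plate-corrected deviation score at least 3 library SD below zero, with starting fluorescence score within 5 deviations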;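 also: channel opened by trigger with iodide after compound preincubation; score built on the fluorescence ratio of max minus min over baseline; more negative score means more quench and so TMEM16A activation or potentiation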
# RGS4 act = RGS4 potentiation or activation; B-score at 10 µM; hit rate 0.92% among 310,000; HEK293 M3R/inducible RGS4, carbachol calcium flux Fluo4; hits give low values;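 active = B-score of the integrated calcium signal more than 4 SD below the library mean, with starting fluorescence not abnormally high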;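 also: negative B-score means reduced calcium response which marks RGS4 activation or potentiation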
#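 Test system: HEK293 cells with stable M3R and inducible RGS4; also added: carbachol at ECmax as muscarinic agonist stimulus; schedule: dye loading 30 min 37 °C, buffer rest 30 min RT; technique: kinetic calcium fluorescence imaging with Fluo4-AM dye, 2 µM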
# RGS4 block = inhibitors of human RGS4 | P49798 | HEK293 M3R/RGS4 inducible, Fluo-4 calcium flux; hits give high values; triggered by carbachol at its EC20 | B-score at 10 µM | AID 463165 | hit rate 0.45% among 310,000;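 active = B-score, a plate-corrected calcium signal, over three deviations above library mean, with baseline fluorescence within five deviations of library mean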;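 also: RGS4 expression induced by doxycycline in cells with stable M3 receptor; B-score is computed from the integrated fluorescence ratio over baseline after carbachol; higher B-score means a larger calcium signal and so more RGS4 inhibition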
# MrgX1 allo act = human MrgX1 positive allosteric modulation, primary screen; hit rate 0.63% among 310,000; MrgX1-HEK293, Fluo-4 calcium flux, FDSS; hits give high values; B-score at 10 µM; Q96LB2;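 active = plate-corrected calcium response at least 3 library SD above typical, normal starting fluorescence, not activating the receptor alone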;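 also: compound read alongside a low EC10 to EC30 dose of BAM8-22 agonist; peak minus trough fluorescence over baseline measured at the second addition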
# ANO1 block = blocks the mouse calcium-activated chloride channel TMEM16A; normalized B-score (activity score, 25-100; higher = stronger inhibition) at 10 µM; hit rate 1.2% among 310,000; Q8BHY3; HEK293 TMEM16A/YFP iodide influx fluorescence, ionomycin;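 active = ratio plate-corrected score three or more library SD toward inhibition, starting fluorescence score within five deviations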;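 also: score derived from kinetic fluorescence span divided by baseline fluorescence per well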
# Numbers without * were called inactive; i = inactive; x = not tested or not shown.
# Each structure is followed by: hERG rescue, KCNK9 inh, MrgX1 allo act, KCNQ1 inh, KCNQ1 pot, MrgX1 ag, RGS4 block, RGS4 act, KCNK3 block, ANO1 activ, ANO1 block
- CCCC1C2C(=O)N(c3ccccc3OC)C(=O)C2ON1c1ccccc1 (centres undefined)
    -7, i, i, i, i, i, i, i, i, i, i
- O=C(Nc1ccc(S(=O)(=O)N2CCOCC2)cc1)c1cccnc1
    -5, i, i, i, i, i, i, i, i, i, i
- C[C@H]1[C@H](c2ccccc2)C[C@@H](C(=O)O)C1(C)C
    -9, i, i, i, i, i, i, i, i, i, i
- O=C(CSc1nc2ccccc2o1)N1CCCC1
    -4, i, i, i, i, i, i, i, i, i, i
- COc1ccc(-c2nc(N)nc(C(F)(F)F)c2-c2cscn2)c(O)c1
    -4, i, i, i, i, i, i, i, i, i, i
- COC(=O)CCCC1=CC2=CC(=O)C(C)(OC(=O)c3cccs3)C(=O)C2=CN1C1CC1 (centres undefined)
    -7, i, i, i, i, i, i, i, i, i, i
- CCOc1ccc(C(=O)Nc2cccc(-c3nc4cccnc4o3)c2)cc1Cl
    -18, -16*, i, 9*, i, i, i, i, -10*, i, i
- COCCCN(CC(=O)Nc1ccc(N2CCOCC2)cc1)S(=O)(=O)c1ccc(C)cc1
    -7, i, i, i, i, i, i, i, i, i, i
- COc1ccc2[nH]c3nc(SCC(=O)Nc4cccc(NC(C)=O)c4)nnc3c2c1
    -3, i, i, i, i, i, i, i, i, i, i
- CCc1ccc(/C=N/NC(=O)c2cc(-c3cccc([N+](=O)[O-])c3)n[nH]2)cc1
    -5, i, i, i, i, i, i, i, i, i, i
- COc1ccc(-c2cc3nc(C)cc(-c4ccc(OC)cc4)n3n2)cc1
    1, i, i, i, i, i, i, i, i, i, i
- CSc1nnc(-c2ccc(NC(=O)CCc3ccccc3)cc2)n1C
    -13, i, i, i, i, i, i, i, i, i, i
- COc1ccc(C2C(C(=O)N3CCN(c4ccccc4)CC3)c3ccccc3C(=O)N2C)cc1 (centres undefined)
    -21, i, i, i, i, i, i, i, i, i, i
- O=C(CSc1ccccc1)NCc1cccnc1
    2, i, i, i, i, i, i, i, i, i, i
- COc1ccc(CNC(=O)CSc2cc(=O)n(C)c3ccccc23)cc1
    -7, i, i, i, i, i, i, i, i, i, i
- O=C(NCCCc1ccccc1)C1CC1
    -10, i, i, i, i, i, i, i, i, i, i
- CC(C)(C)C1CCc2onc(C(=O)Nc3cccc(O)c3)c2C1 (centres undefined)
    -4, i, i, i, i, i, i, i, i, i, i
- COc1ccccc1Oc1coc2c(CN3CCN(C)CC3)c(O)ccc2c1=O
    -10, i, i, i, i, i, i, i, i, i, i
- N#Cc1c2n(c3c(-c4ccccc4)ncnc13)CCC2
    -5, i, i, i, i, i, i, i, i, i, i
- COc1ccc2c(Cn3cnc4cc([N+](=O)[O-])ccc4c3=O)cc(=O)oc2c1
    -5, i, i, i, i, i, i, i, i, i, i
- O=C(Nc1cccc(C(F)(F)F)c1)c1cccnc1NCCO
    -6, i, i, i, i, i, i, i, i, i, i
- Cc1ccccc1CS(=O)(=O)Cc1ccc(C(=O)NCc2ccco2)o1
    -7, i, i, i, i, i, i, i, i, i, i
- COC(=O)c1sccc1NC(=O)CCC1CCCCC1
    -16, i, i, i, i, i, i, i, i, i, i
- CCOc1ccc(NC(=O)CSc2nc3c([nH]c4ccccc43)c(=O)n2C)cc1
    -7, i, i, i, i, i, i, i, i, i, i
- CC(CN1CCOCC1)(NS(=O)(=O)c1ccccc1)c1ccccc1 (centres undefined)
    -1, i, i, i, i, i, i, i, i, i, i
- OC(C#CCN1CCOCC1)(c1ccccc1)C1CC1 (centres undefined)
    -5, i, i, i, i, i, i, i, i, i, i
- CCCNC(=S)Nc1ccc(Cl)cc1C
    -4, i, i, i, i, i, i, i, i, i, i
- CCOC(=O)N1CCC(N2CCCC(C(=O)c3ccc4cc(OC)ccc4c3)C2)CC1 (centres undefined)
    -10, i, i, i, i, i, i, i, i, i, i
- CC(C)n1nc(C(=O)OCn2nnc3ccccc3c2=O)c2ccccc2c1=O
    -9, i, i, i, i, i, i, i, i, i, i
- O=C(Cn1nc(C(=O)O)c2ccccc2c1=O)c1cc(F)ccc1F
    -11, i, i, i, i, i, i, i, i, i, i
- O=C(O)CCCNS(=O)(=O)c1ccc(F)cc1
    -2, i, i, i, i, i, i, i, i, i, i
- COc1ccc(-n2nc(C(=O)NCC(=O)NCC3COc4ccccc4O3)c3ccccc3c2=O)cc1 (centres undefined)
    -17, i, i, i, i, i, i, i, i, i, i
- COc1ccc(-c2noc(CN(C)Cc3ccc(C)o3)n2)cc1
    -9, i, i, i, i, i, i, i, i, i, i
- Cc1cc(NC(=O)c2ccc(N3CCCC3)c([N+](=O)[O-])c2)no1
    -6, i, i, i, i, i, i, i, i, i, i
- C=C1CCN([C@@H](CC(C)C)C(=O)O)S(=O)(=O)c2ccccc21
    -13, i, i, i, i, i, i, i, i, i, i
- CCC(C)Nc1nc2c(c(=O)n(C)c(=O)n2C)n1Cc1ccc(Cl)cc1 (centres undefined)
    -11, i, i, i, i, i, i, i, i, i, i
- CC(C)n1c(CN2CCN(Cc3ccccc3)CC2)nc2ccccc21
    -9, i, i, i, i, i, i, i, i, i, i
- N/C(=N\OC(=O)c1ccccc1F)c1cccc([N+](=O)[O-])c1
    0, i, i, i, i, i, i, i, i, i, i
- Cc1cccc(NC(=O)C2CCCN(S(=O)(=O)c3cccc4nsnc34)C2)n1 (centres undefined)
    -9, i, i, i, i, i, i, i, i, i, i
- CC(=O)COc1ccc(-c2csnn2)cc1
    -1, i, i, i, i, i, i, i, i, i, i
- COc1ccc(C(C)=O)cc1Cn1cnc2c(cnn2C)c1=O
    -13, i, 11*, i, i, i, i, i, i, i, i
- O=C(Cn1c(=O)sc2ccccc21)Nc1ccc(O)cc1
    -9, i, i, i, i, i, i, i, i, i, i
- O=C([O-])c1cc(-c2ccccc2)cc(-c2ccccc2)[n+]1Cc1ccccc1
    -8, i, i, i, i, i, i, i, x, x, i
- CC(C)CSc1oc(-c2ccco2)nc1S(=O)(=O)c1ccccc1
    -13, i, i, i, i, i, i, i, i, i, i
- Cn1c(=O)c2cc(S(=O)(=O)NC(C(=O)Nc3cccnc3)c3ccccc3)ccc2n(C)c1=O (centres undefined)
    x, x, i, x, x, i, x, x, i, i, i
- CC(=O)N(C)c1ccc(OCC(O)COc2ccc(N(C)C(C)=O)cc2)cc1
    -6, i, i, i, i, i, i, i, i, i, i
- O=C(c1cccc(S(=O)(=O)N2CCN(c3ccccc3)CC2)c1)N1CCCCCCC1
    -18, i, i, i, i, i, i, i, i, i, i
- Cc1cc(OCC(=O)NCCN2CCOCC2)c2c(C)c(C)c(=O)oc2c1
    -2, i, i, i, i, i, i, i, i, i, i
- Cc1ccc(S(=O)(=O)NCC(=O)OCC(=O)c2ccc(Cl)s2)cc1
    -3, i, i, i, i, i, i, i, i, i, i
- CCCCOc1ccc(N(CC(=O)NC(C)(C)C)C(=O)CCC(=O)Nc2nccs2)cc1
    -5, i, i, i, i, i, i, i, i, i, i
- CCN1CCN(S(=O)(=O)c2cccs2)CC1
    0, i, i, i, i, i, i, i, i, i, i
- CCOc1ccccc1OCC(=O)Nc1nnc(C)s1
    -8, i, i, i, i, i, i, i, i, i, i
- O=C1CC(c2ccccc2)=NN1c1ccc([N+](=O)[O-])cc1
    -12, i, i, i, i, i, i, i, i, i, 100*
- O=C(CSc1nnc(CNC(=O)c2ccc(F)cc2)o1)NCc1ccccc1
    -9, i, i, i, i, i, i, i, i, i, i
- COc1ccccc1NC(=O)C1CCCN1C(=O)Nc1ccc(F)cc1 (centres undefined)
    0, i, i, i, i, i, i, i, i, i, i
- Cc1ccc(N(CC(=O)NC2CC2)S(=O)(=O)c2ccccc2)c(C)c1
    -2, i, i, i, i, i, i, i, i, i, i
- Cn1cc(/C=C2/SC(=O)N(CC(=O)Nc3ccc4c(c3)OCO4)C2=O)c2ccccc21
    -6, i, i, i, i, i, i, i, i, i, i
- COc1ccc(S(=O)(=O)Nc2cc3c4c(c2)CC(=O)N4CCC3)cc1C
    -9, i, i, i, i, i, i, i, i, i, i
- Cc1ccc(S(=O)(=O)NCCN=Cc2ccc(N(C)C)cc2)cc1
    -11, i, i, i, i, i, i, i, i, i, i
- COc1ccccc1OCC(=O)Sc1ccc(C)cc1
    -3, i, i, i, i, i, i, i, i, i, i

# 3 entries from above, arranged by number of heavy atoms, rising.
# Each structure is followed by: hERG rescue, KCNK9 inh, MrgX1 allo act, KCNQ1 inh, KCNQ1 pot, MrgX1 ag, RGS4 block, RGS4 act, KCNK3 block, ANO1 activ, ANO1 block
- COc1ccccc1OCC(=O)Sc1ccc(C)cc1
    -3, i, i, i, i, i, i, i, i, i, i
- COc1ccccc1NC(=O)C1CCCN1C(=O)Nc1ccc(F)cc1 (centres undefined)
    0, i, i, i, i, i, i, i, i, i, i
- CCCCOc1ccc(N(CC(=O)NC(C)(C)C)C(=O)CCC(=O)Nc2nccs2)cc1
    -5, i, i, i, i, i, i, i, i, i, i

# (next part)
# Each structure is followed by: hERG rescue, KCNK9 inh, MrgX1 allo act, KCNQ1 inh, KCNQ1 pot, MrgX1 ag, RGS4 block, RGS4 act, KCNK3 block, ANO1 activ, ANO1 block
- O=c1oc2ccccc2cc1-c1cn2ccccc2n1
    -3, i, i, i, i, 27*, i, i, i, i, i
- Cc1cc(C)cc(NC(=S)NCc2ccc3[nH]c4c(c3c2)CCCC4)c1
    -16, i, i, i, i, i, i, i, i, i, i
- CCCc1cc(-c2nc(-c3ccc(Br)cc3)cs2)ccn1
    -6, -10*, i, i, i, i, i, i, i, i, i
- CC(C)(C)NC(=O)NC(=O)Cn1ccsc1=N
    -8, i, i, i, i, i, i, i, i, i, i
- CCOC(=O)N1CCC(NC(=O)C2CCN(S(=O)(=O)c3cccs3)CC2)CC1
    -5, i, i, i, i, i, i, i, i, i, i
- CN(c1cccc(NC(=O)CCSc2ccccc2)c1)S(C)(=O)=O
    -14, i, i, i, i, i, i, i, i, i, i
- O=C1CCc2cc(S(=O)(=O)N3CCN(c4cccc(C(F)(F)F)c4)CC3)ccc2N1
    -9, i, i, i, i, i, i, i, i, i, i
